Screening results deposited in PubChem BioAssay by National Center for Advancing Translational Sciences (NCATS).
APEX1 inh – inhibitors of human APE1 endonuclease; hit rate 0.35% among 350,000; P27695; Potency, µM (titrated, usually from 65.8 µM), for inactives: top-dose activity change, negative = inhibition, hits mostly inhibitors; recombinant APE1, TAMRA/BHQ-2 abasic DNA cleavage fluorescence; AID 2517;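 further: potency means the concentration at half of the fitted maximal effect; plate controls were vehicle for no effect and reference inhibitor for full effect; nearly all actives have a fitted effect of over 55% in size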
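Endonuclease cleavage of a quenched abasic-site DNA duplex (50 nM) by APE1 (0.75 nM) was tracked by TAMRA dequenching. Compounds were preincubated with enzyme 15 min at room temperature; data normalized to buffer-only and DMSO wells plus NSC13755 control.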
BLM inh – Bloom syndrome helicase (human) inhibition | P54132 | recombinant BLM DNA unwinding, fluorescence dequenching | Potency, µM (series often up to 56.1 µM), for the others: top-dose activity change, negative = inhibition, actives largely listed as inhibitors | hit rate 0.2% among 350,000 | AID 2528;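 further: potency means the concentration at half of the fitted maximal effect; plate controls were vehicle for no effect and no enzyme for full effect; nearly all actives have a fitted effect of over 35% in size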
POLI inh – blocks human DNA polymerase iota activity | AID 588590 | Q9UNA4 | Pol iota fluorescent replication assay, 10 min | Potency, µM (series often up to 115 µM), for inactives: top-dose activity, negative = inhibition, most hits filed as inhibitors | hit rate 1% among 390,000; further: potency means the concentration at half of the fitted maximal effect
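Fluorescent replication assay read twice, at 0 min and 10 min after adding 50 nM (final) substrate. Enzyme (10 nM) and compounds were first incubated 15 min at room temperature; enzyme-free buffer wells were negative controls.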
Apoferritin bind – binds horse apoferritin like a general anesthetic; P02791; apoferritin/1-aminoanthracene competitive binding, fluorescence; Potency, µM (titrated, usually from 77.5 µM), for the others: at the highest dose activity change, negative = displacement, most hits filed as inhibitors; hit rate 0.074% among 350,000; further: potency means the concentration at half of the fitted maximal effect; on the % scale 0 is the no-effect control and ±100 the full control effect; nearly all actives have a fitted effect of over 20% in size
Target sequence (P02791 2-175 limits assumed): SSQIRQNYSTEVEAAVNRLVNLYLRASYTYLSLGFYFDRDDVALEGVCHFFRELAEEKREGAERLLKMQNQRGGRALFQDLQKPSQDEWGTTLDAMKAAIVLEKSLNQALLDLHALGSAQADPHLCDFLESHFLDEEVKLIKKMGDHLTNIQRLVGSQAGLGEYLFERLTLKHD
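Probe: 1-aminoanthracene (50% saturated, PBS). Protein: horse-spleen apoferritin, 10 uM. Incubation: 10 min, room temperature. Detection: 380 nm excitation, 535 nm emission. Analysis: normalized response, four-parameter Hill.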
PGK inhibitor – T. brucei PGK inhibition; PGK/GAPDH coupled, Kinase-Glo luminescence, 60 min; AID 602233; hit rate 0.043% among 380,000; Potency, µM (top dose mostly 57.5 µM), for inactives: at the top dose activity change, negative = inhibition, actives largely listed as inhibitors; further: potency means the concentration at half of the fitted maximal effect; on the % scale 0 is the no-effect control and ±100 the full control effect; nearly all actives have a fitted effect of over 60% in size
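Recombinant glycosomal PGK reaction used 1,3-bisphosphoglycerate generated in-well by GAPDH (100nM final) in 100mM TEA pH 7.6, 5mM MgCl2, 0.01% Tween-20. After 60 minutes at room temperature, ATP was read by Kinase-Glo Plus luminescence end-point.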
RXFP1 antag – blocks the human relaxin receptor RXFP1; Q9HBX9; HEK293-RXFP1, relaxin-stimulated cAMP HTRF, 30 min; hits give low values; activity change, negative = inhibition, % at 57.5 µM; hit rate 0.59% among 350,000; AID 1259400;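 active means activity change of -60% or lower, but not beyond a set lower limit; inconclusive means change between -60% and -40%, or beyond the set limit; inactive means change above -40%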; further: on the % scale 0 is the no-effect control and ±100 the full control effect
POLH inh – blocks human DNA polymerase eta activity; Q9Y253; recombinant Pol eta, fluorescent DNA replication assay; Potency, µM (top dose mostly 114 µM), for inactives: at the top dose activity change, negative = inhibition, hits mostly inhibitors; hit rate 1.2% among 390,000; AID 588591; further: potency means the concentration at half of the fitted maximal effect; on the % scale 0 is the no-effect control and ±100 the full control effect
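Pol eta (10 nM) was preincubated with compounds for 15 min at room temperature, after which fluorescent replication substrate (50 nM final) was added to start the reaction. Fluorescence was read kinetically at 0 and 10 min.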
POLK inh – inhibitors of human DNA polymerase kappa | AID 588579 | hit rate 0.53% among 400,000 | purified Pol kappa, fluorescent DNA synthesis assay, 10 min | Potency, µM (series often up to 107 µM), for inactives: at the top dose activity, negative = inhibition, hits mostly inhibitors | Q9UBT6; further: potency means the concentration at half of the fitted maximal effect; on the % scale 0 is the no-effect control and ±100 the full control effect
Target sequence (Q9UBT6 whole entry, looked up): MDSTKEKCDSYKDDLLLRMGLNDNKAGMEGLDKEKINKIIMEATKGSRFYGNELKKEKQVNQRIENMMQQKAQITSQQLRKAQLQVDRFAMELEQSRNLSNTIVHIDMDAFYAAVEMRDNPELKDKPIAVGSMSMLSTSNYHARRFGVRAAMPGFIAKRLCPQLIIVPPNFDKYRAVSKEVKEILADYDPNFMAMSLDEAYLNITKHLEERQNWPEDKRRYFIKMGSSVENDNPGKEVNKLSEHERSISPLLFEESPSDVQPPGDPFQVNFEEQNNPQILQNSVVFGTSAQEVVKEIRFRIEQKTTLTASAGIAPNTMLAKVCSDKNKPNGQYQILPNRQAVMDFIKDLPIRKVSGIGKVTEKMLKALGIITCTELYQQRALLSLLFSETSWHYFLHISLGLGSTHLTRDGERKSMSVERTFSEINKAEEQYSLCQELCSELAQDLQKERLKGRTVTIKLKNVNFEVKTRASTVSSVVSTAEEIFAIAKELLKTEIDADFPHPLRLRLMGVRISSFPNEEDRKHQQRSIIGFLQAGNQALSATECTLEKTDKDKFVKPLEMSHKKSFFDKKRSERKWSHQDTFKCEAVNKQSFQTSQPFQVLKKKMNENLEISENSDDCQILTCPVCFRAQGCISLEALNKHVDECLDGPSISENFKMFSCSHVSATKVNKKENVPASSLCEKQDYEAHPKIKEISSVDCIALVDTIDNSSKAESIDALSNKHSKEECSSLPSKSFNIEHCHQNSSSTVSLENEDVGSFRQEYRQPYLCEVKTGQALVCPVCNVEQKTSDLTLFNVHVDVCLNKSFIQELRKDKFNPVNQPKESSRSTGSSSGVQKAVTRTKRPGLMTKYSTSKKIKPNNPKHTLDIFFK
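Enzyme at 10 nM met test compounds for 15 min at room temperature. Substrate addition (50 nM final) began the reaction, which was monitored by fluorescence at 0 and 10 min.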
Pol beta inh – DNA polymerase beta (human) inhibition. hit rate 1.3% among 340,000. Pol beta primer extension/strand displacement, fluorescence kinetic. P06746. Potency, µM (doses to about 114 µM), for inactives: at the top dose activity change, negative = inhibition, actives largely listed as inhibitors. AID 485314; further: potency means the concentration at half of the fitted maximal effect; on the % scale 0 is the no-effect control and ±100 the full control effect
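Human Pol beta at 10 nM; strand-displacement substrate 50 nM final. Compound exposure 15 min at room temperature before start, reaction 10 min at room temperature.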
Numbers without * were called inactive; i = inactive; ? = inconclusive; · = no result given; & = joins results of further samples; [ ] = dose if it differs, or a comment. Unless noted, the call rests on the fitted dose curve; in most records, active means well fitted curve in the direction sought with a large enough effect; inconclusive means small, poorly fitted or top-dose-only effect, or another doubt; inactive means no such curve, though single readings can be large; an effect the other way counts as inactive or inconclusive. Not all compounds are listed, so the mix of outcomes need not match the whole.

Below each SMILES: APEX1 inh | POLH inh | POLK inh | POLI inh | RXFP1 antag | Pol beta inh | PGK inhibitor | BLM inh | Apoferritin bind
CSc1ccc(/C=N/NC(=O)c2ccc(C)c(C)c2)cc1
  6% | ? | -24% | ? | -8 | 25µM* | 3% | 28µM* | -6%
CCOC(=O)C1CCCN(S(=O)(=O)c2ccc(-c3cc(C)no3)s2)C1 (stereo not given)
  -14% | 0% | -2% | 31%[activator] | 29 | 32% | -4% | -1% | -19%
O=S(=O)(Nc1cccnc1)c1ccccc1
  -1% | -12% | 7%&0% | -14%&25% | ? | -21% | i | 9% | -9%
CCn1c(SCC(=O)Nc2cccnc2Cl)nnc1-c1ccccc1
  0% | -14% | -3% | 0% | · | 91% | 5% | -1% | -4%
CCOC(=O)c1ccc(CNC(=O)Cn2nnc(-c3ccccc3F)n2)o1
  -4% | -18% | 1% | 180%[activator] | -15 | 22% | 3% | -4% | -10%
CSCC[C@@H](Nc1nc(-c2ccccc2)nc2c1oc1ccccc12)C(=O)O
  ? | -2% | -5% | -2% | -15 | -21% | i | -8% | -8%
CN(CC(=O)Nc1cccc(F)c1)C(=O)c1ccc(C(=O)c2ccccc2)cc1
  -7% | -7% | -19% | 4% | -16 | · | -2% | · | ·
N#CC1=C2SCN(C3CCCCC3)CN2C(=O)CC1c1ccc(F)cc1 (stereo not given)
  · | -19% | -16% | 25µM* | -15 | -16% | -11% | 0% | -23%
OC(COc1ccc(Br)cc1)CN1CCOCC1 (stereo not given)
  -3% | -5% | -12% | ? | -8 | -21% | 0% | 0% | -8%
CN1CCN(CC(=O)Nc2ccc(S(=O)(=O)N(C)C)cc2)CC1
  24% | -5% | -5% | 78%[activator] | 0 | 5% | -1% | 1% | -10%
COc1cccc(/C=C/C(=O)OCC(=O)N2CCCC2)c1OC
  5% | -15% | -10% | -8% | 1 | · | i | · | ·
Nc1sc(-c2ccccc2)n[n+]1Cc1cccc2cccnc12
  3% | -20% | 8% | 26% | -1 | -1% | -6% | 8% | -15%
Cc1ccc(NC(=O)COc2ccccc2C(=O)NCCc2ccccc2)cc1
  -2% | -16% | -9% | 3% | 6 | 2% | i | -10% | -3%
COc1ccc(N2CCN(C(=O)Nc3cccc(C(F)(F)F)c3)CC2)cc1
  -4% | -14%&0% | -3%&-16% | -12%&9% | -5&1 | 4%&-16% | -1%&-6% | -2%&-6% | ?
Cc1ccc(NC(=O)Cn2cc3c(n2)CCCC3)c(C)c1
  · | -7% | -16% | ? | -4 | 0% | 3% | 0% | -19%
O=C(CCOc1ccccc1)N(Cc1cccnc1)c1nc2c(Cl)cccc2s1
  · | -1% | -10%[60.1 µM] | ? | -13 | 24% | 9% | -7% | -1%
CCOc1ccc2oc(C(=O)N(Cc3nnc(-c4ccccc4Cl)o3)C3CC3)c(C)c2c1
  34% | -23% | -8% | -3% | -23 | · | 6% | · | ·
Cc1cccc(-n2nnnc2SCc2csc(-c3ccccc3)n2)c1
  -3% | -16% | -12% | 5% | 2 | -16% | 4% | 0% | 6%
O=C(CSc1nnc(-c2cnccn2)n1Cc1ccco1)c1ccc2ccccc2c1
  -6% | 2% | -11% | ? | 4 | -4% | i | -8% | ?
CC(=O)NC1(C(F)(F)F)C(=O)Nc2c1c(=O)[nH]c(=O)n2Cc1ccco1 (stereo not given)
  10% | ? | -15% | -5% | -6 | 11% | -3% | -3% | -12%
O=C(NCCc1ccccc1O)c1cc2c(cc1[N+](=O)[O-])OCO2
  · | -10% | -17% | 47%[activator] | 3 | · | 4% | · | ·
NC(N)=N[C@@H](CCC(=O)O)C(=O)O
  -15% | -3%[57.1 µM] | -11%[60.1 µM] | 0%[58.9 µM] | · | 9%[57.1 µM] | · | · | ·
CCN(CC)S(=O)(=O)c1nnc(NC(=O)COc2ccccc2)s1
  · | -14% | 1% | 1% | -12 | 5% | -6% | -1% | 3%
CCCn1cc(SCC(=O)Nc2ccc3c(c2)OCO3)c2ccccc21
  -1% | -22% | -3% | 20% | -3 | 0% | -5% | -8% | -11%
CCOc1ccccc1NC(=O)N1CCC(n2c(C)nc3cccnc32)CC1
  · | -19% | -5%[60.1 µM] | 6% | -17 | -1% | -2% | 1% | 0%
CCN(CC)S(=O)(=O)c1ccc2c(c1)c(=O)c(C(=O)NCc1ccc3c(c1)OCO3)cn2C
  11% | · | · | · | · | 45% | · | -3% | 7%
CCn1c(SCC(=O)Nc2nc(C)cs2)nnc1C(NC(=O)c1ccccc1Cl)C(C)C (stereo not given)
  -5% | -7% | -15% | 6% | -19 | -1% | -4% | -2% | 7%
CCOC(=O)c1ccc(NC(=O)COc2ccc(S(=O)(=O)N3CCCC3)cc2)cc1
  -1% | 2% | -10% | 11% | 1 | -1% | -9% | -7% | -8%
CC(C(=O)c1ccccc1)[n+]1cccc(C(N)=O)c1 (stereo not given)
  -5% | -7% | -6% | 18% | -17 | 18% | 2% | -1% | -8%
O=C1C=C(c2cc3ccccc3s2)C[C@@H](c2ccc(F)cc2)C1
  14% | -9% | 2% | -22% | · | · | -3% | · | ·
COc1ccc(CCNC(=O)CCCOc2cc(=O)n(C)c3ccccc23)cc1OC
  21% | -13% | 2% | 112%[activator] | -18 | 33%[activator] | -4% | 1% | -3%
Cc1ccc(NC(=O)c2cnc(N3CCCC3)nc2C)cc1F
  · | · | -3%[60.1 µM] | 31%[activator] | -8 | 2% | · | -2% | 37%[activator]
O=C(CN1C(=O)NC2(CCc3ccccc32)C1=O)c1ccc(Br)cc1 (stereo not given)
  40%[activator] | -11% | -11% | 77%[activator] | -37 | · | 2% | · | ·
CCOC(=O)c1ccc(NCCOC)c([N+](=O)[O-])c1
  1% | -13% | -3% | 201%[activator] | -8 | 2% | -7% | -3% | -12%
CCOc1ccccc1N1CCN(C(=O)c2ccccc2)CC1
  -6% | 0% | 0% | 19% | -3 | 5% | -4% | -10% | 8%
CC1(C(=O)N2CC3(CC(c4cccc([N+](=O)[O-])c4)=NO3)C[C@H]2C(=O)NCC(N)=O)CC1 (stereo not given in full)
  -2% | -5% | -3% | 18% | · | 26% | i | -2% | -8%
Cc1cc([N+](=O)[O-])c(N2CCC[C@@H]2C(=O)O)c([N+](=O)[O-])c1
  1% | 9% | -2% | 0% | 0 | 0% | 0% | 1% | -8%
COc1ccc(CN(C)CC(=O)Nc2ccccc2C(F)(F)F)cc1
  -2% | -28% | -4% | -10% | -3 | 8% | -10% | -6% | -9%
CC(C)[C@H](NC(=O)c1ccccc1Cl)C(=O)OCc1cc([N+](=O)[O-])cc2c1OCOC2
  11% | -5% | -10% | ? | · | 28% | -8% | 2% | -14%
COc1ccccc1-n1cc2ccc([N+](=O)[O-])cc2n1
  · | 5% | -27% | 10% | -6 | · | -6% | · | ·
O=c1cc(NCc2ccccc2)[nH]c(=O)[nH]1
  · | -25% | -11% | 140%[activator] | -15 | · | -8% | · | ·
COc1ccc(NC(=O)CSc2cn(CC(=O)N3CCOCC3)c3ccccc23)cc1OC
  · | -24% | -9% | 24% | 4 | -20% | -7% | -6% | 1%
CC(C)CN(C(=O)COC(=O)c1cccnc1Cl)c1c(N)n(Cc2ccccc2)c(=O)[nH]c1=O
  33% | -7% | -11% | 21% | -7 | · | 4% | · | ·
Cc1csc(=O)n1CCC(=O)OCc1nnc(-c2ccccc2)o1
  -9% | -12% | -6% | 22% | -9 | · | 8% | · | ·
CCOC(=O)c1c(Nc2ccc(C)c(C)c2)nnc(-c2ccccc2)c1-c1ccccc1
  · | ? | -27% | 22% | · | 2% | -2% | -6% | -5%
COc1ccc(NC(=O)CN2CCN(c3ccccc3F)CC2)c(OC)c1
  · | -9% | -14%[60.1 µM] | 4% | -31 | -7% | -2% | -2% | 10%
Cc1nc2nc(SCC(=O)NCc3ccco3)nn2c(C)c1Cc1ccccc1
  10% | 45µM* | -44% | 50µM* | -37 | ? | -13% | -8% | -20%
O=C(Nc1ccccc1F)c1ccc(COc2ccc(Cl)cc2Cl)o1
  6% | -10% | -5% | -7% | 0 | -13% | -6% | -5% | ?
CSc1nc(N)c(C(=O)NC2CCCCC2)s1
  -1% | -8% | -2% | -3% | 2 | -16% | i | -4% | 1%
COc1cccc(NC(=O)C2C3C=CC4(O3)C2C(=O)N(C(C)C)C4C(=O)NC2CCCCC2C)c1 (stereo not given)
  3% | 2% | -11% | 9% | 13 | 23% | -4% | 2% | 3%
COC(=O)c1ccc(CSCc2ccc(C(=O)OC)o2)o1
  -5% | -8% | -1% | 56%[activator] | 8 | 43% | i | -1% | 0%
O=C1CN(C(=O)NCC(=O)N[C@@H](Cc2ccccc2)C(=O)O)c2ccccc2N1
  11% | -19% | 4% | -9% | 1 | 14% | -5% | 1% | -6%
c1ccc(C(c2c[nH]c3ccccc23)c2c[nH]c3ccccc23)nc1
  -5% | ? | -12% | 9% | -1 | -7% | i | -13% | -7%
O=c1[nH]c(=O)n([C@H]2C[C@H](O)[C@@H](CO)O2)cc1I
  7% | -14% | -12% | ? | 18 | · | -2% | · | ·
COc1cc([C@@H]2CC=C(C(=O)O)[C@H](c3ccccc3)N2S(=O)(=O)c2ccc(C)cc2)cc(OC)c1OC
  26% | -3% | 1% | -21% | · | · | -4% | · | ·
CCn1nc(C)c(/C=N/NC(=O)Cn2nccc2C)c1C
  2% | -6% | -8% | 130%[activator] | -7 | -1% | 6% | 0% | 1%
COc1cc(C)c(Cl)cc1S(=O)(=O)NCCN1CCOCC1
  7% | -10% | -5% | ? | 0 | -4% | i | -10% | -18%
Brc1ccc(-n2cccc2/C=N/n2cnnc2)cc1
  1% | -1% | -3% | 4% | -9 | 7% | i | -1% | -6%
CN(CCOCCOc1ccc2ccccc2c1)Cc1ccccc1
  2% | -9% | -2% | -1% | -15 | -21% | 9% | -5% | -9%
Cc1csc(=O)n1CCC(=O)OCC(=O)Nc1cc(Cl)ccc1[N+](=O)[O-]
  11% | -11% | -16% | ? | -14 | · | 6% | · | ·
